# Apoferritin bind = binds horse apoferritin like a general anesthetic. Potency, µM (series often up to 77.5 µM), for the others: at the top dose activity change, negative = displacement, hits mostly inhibitors. P02791. apoferritin/1-aminoanthracene competitive binding, fluorescence. actives 0.074% (n = 350,000); also: potency is read from the fitted curve at half-maximal effect; % is scaled to controls: 0 for no effect and ±100 for the full control effect; nearly all actives have a fitted effect of over 20% in size
#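 Probe: 1-aminoanthracene (50% saturated, PBS). Protein: horse-spleen apoferritin, 10 uM. Incubation: 10 min, room temperature. Detection: 380 nm excitation, 535 nm emission. Analysis: normalized response, four-parameter Hill.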
# RXFP1 antagonist = antagonists of human relaxin receptor RXFP1. Q9HBX9. HEK293-RXFP1, relaxin-stimulated cAMP HTRF, 30 min; hits give low values. activity change, negative = inhibition, % at 57.5 µM. actives 0.59% (n = 350,000);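 active = activity change of -60% or lower, but not beyond a set lower limit; inconclusive = change between -60% and -40%, or beyond the set limit; inactive = change above -40%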; also: % is scaled to controls: 0 for no effect and ±100 for the full control effect
# PGK inhibitor = T. brucei PGK inhibition. P07378. PGK/GAPDH coupled, Kinase-Glo luminescence, 60 min. Potency, µM (highest dose often 57.5 µM), for the others: top-dose activity change, negative = inhibition, most hits filed as inhibitors. actives 0.043% (n = 380,000). AID 602233; also: potency is read from the fitted curve at half-maximal effect; % is scaled to controls: 0 for no effect and ±100 for the full control effect; nearly all actives have a fitted effect of over 60% in size
#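 Luminescent ATP detection (Kinase-Glo Plus) follows a 60-minute room-temperature incubation, with wells lacking PGK as controls. Buffer: 100 mM TEA (pH 7.6), 5 mM MgCl2, 0.01% Tween-20. Coupling enzyme GAPDH (100 nM final) supplies unstable 1,3-BPG in-well.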
# POLH inh = DNA polymerase eta (human) inhibition; Q9Y253; actives 1.2% (n = 390,000); AID 588591; recombinant Pol eta, fluorescent DNA replication assay; Potency, µM (top dose mostly 114 µM), for the others: at the top dose activity change, negative = inhibition, most hits filed as inhibitors; also: potency is read from the fitted curve at half-maximal effect; % is scaled to controls: 0 for no effect and ±100 for the full control effect
#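 Fluorescent replication assay: 50 nM final substrate added after a 15 min room-temperature compound preincubation with 10 nM enzyme. Signal taken at 0 min and again at 10 min.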
# APEX1 inh = APE1 (human) endonuclease inhibition. actives 0.35% (n = 350,000). recombinant APE1, TAMRA/BHQ-2 abasic DNA cleavage fluorescence. Potency, µM (series often up to 65.8 µM), for the others: top-dose activity change, negative = inhibition, usual class: inhibitors. P27695;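 also: potency is read from the fitted curve at half-maximal effect; plate controls were vehicle for no effect and reference inhibitor for full effect; nearly all actives have a fitted effect of over 55% in size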
#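 Endonuclease cleavage of a quenched abasic-site DNA duplex (50 nM) by APE1 (0.75 nM) was tracked by TAMRA dequenching. Compounds were preincubated with enzyme 15 min at room temperature; data normalized to buffer-only and DMSO wells plus NSC13755 control.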
# Pol kappa inh = inhibitors of human DNA polymerase kappa; Potency, µM (top dose mostly 107 µM), inactives show at the top dose activity, negative = inhibition, usual class: inhibitors; actives 0.53% (n = 400,000); Q9UBT6; purified Pol kappa, fluorescent DNA synthesis assay, 10 min; also: potency is read from the fitted curve at half-maximal effect; % is scaled to controls: 0 for no effect and ±100 for the full control effect
#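 Kinetic fluorescence screen: compound preincubated 15 min RT with 10 nM enzyme; 50 nM substrate (final) initiates; reads at 0/10 min.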
# BLM helicase inh = blocks DNA unwinding by human BLM helicase. P54132. recombinant BLM DNA unwinding, fluorescence dequenching. Potency, µM (titrated, usually from 56.1 µM), inactives show at the highest dose activity change, negative = inhibition, hits mostly inhibitors. actives 0.2% (n = 350,000). AID 2528;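 also: potency is read from the fitted curve at half-maximal effect; plate controls were vehicle for no effect and no enzyme for full effect; nearly all actives have a fitted effect of over 35% in size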
# Pol iota inh = blocks human DNA polymerase iota activity | Pol iota fluorescent replication assay, 10 min | Potency, µM (highest dose often 115 µM), without a hit: at the top dose activity, negative = inhibition, hits mostly inhibitors | actives 1% (n = 390,000) | AID 588590; also: potency is read from the fitted curve at half-maximal effect
#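 Fluorescent replication assay read twice, at 0 min and 10 min after adding 50 nM (final) substrate. Enzyme (10 nM) and compounds were first incubated 15 min at room temperature; enzyme-free buffer wells were negative controls.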
# Pol beta inh = DNA polymerase beta (human) inhibition | P06746 | Pol beta primer extension/strand displacement, fluorescence kinetic | Potency, µM (highest dose often 114 µM), for the others: at the top dose activity change, negative = inhibition, usual class: inhibitors | actives 1.3% (n = 340,000) | AID 485314; also: potency is read from the fitted curve at half-maximal effect; % is scaled to controls: 0 for no effect and ±100 for the full control effect
#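 Kinetic readout of DNA synthesis with strand displacement by Pol beta. Compound and 10 nM enzyme sit 15 min at room temperature; 50 nM substrate starts the reaction, read immediately and at 10 min.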
# Numbers without * were called inactive; i = inactive; ? = inconclusive; . = no result given; [ ] = dose if it differs, or a comment. Unless noted, calls follow the shape of the dose curve; as a rule, active = well fitted curve in the direction sought with a large enough effect; inconclusive = small, poorly fitted or top-dose-only effect, or another doubt; inactive = no such curve, though single readings can be large; an effect the other way counts as inactive or inconclusive. Not all compounds are listed; rates above refer to the full screens.
Compound	Apoferritin bind	RXFP1 antagonist	PGK inhibitor	POLH inh	APEX1 inh	Pol kappa inh	BLM helicase inh	Pol iota inh	Pol beta inh
COc1cc(/C=C(\C#N)C(=O)NCC2CCCO2)ccc1OC(C)C (stereo not given)	-6%	.	i	-17%	-1%	2%	1%	15%	-11%
O=C(Cc1ccccc1)N/N=C/c1cccnc1	1%	-4	-10%	-5%	32%	-10%	-1%	102%[activator]	3%
O=C(NNC(=S)NC(=O)c1ccco1)c1ccc(NC(=O)c2ccccc2)cc1	-6%	-4	i	-13%	17%	-4%	-4%	142%[activator]	6%
Cc1ccccc1NC(=O)c1ccc(NS(=O)(=O)c2cc(C(C)(C)C)cc(C)c2C)cc1	-5%	-3	-1%	-11%	-11%	-15%	-13%	70%[activator]	7%
CC1(OC(=O)CCc2ccccc2)C(=O)C=C2C=C(c3ccc(C#N)cc3)N(CCc3ccccn3)C=C2C1=O (stereo not given)	-3%	.	-3%	5%	-4%[12.4 µM]	-12%	3%[12.4 µM]	55%[activator]	19%
CCOc1ccc(OCCNCc2ccc(OC(C)C(=O)N(C)C)c(OCC)c2)cc1 (stereo not given)	4%	5	i	-6%	3%	-2%	5%	26%	5%
CC(C)CCNC(=O)C1(c2cccs2)CCOCC1	-6%	12	-5%	-14%	-3%	-3%	-5%	-9%	5%
C=CCn1c(=NC(=O)C2CCCCC2)sc2cc(NC(C)=O)ccc21	4%	.	-10%	-4%	-5%	0%	0%	-19%	-15%
COc1ccccc1CCC(=O)OC(C)C(=O)Nc1c(C)n(C)n(-c2ccccc2)c1=O (stereo not given)	.	1	-8%	-5%	19%	-3%	.	31%[activator]	.
Cc1csc(SCC(=O)NC2CCC(C)CC2)n1 (stereo not given)	.	0	i	-19%	13%	3%	.	23%	.
COc1ccc(C(CC(=O)c2ccc(O)cc2)S(=O)(=O)c2ccc(C)cc2)cc1 (stereo not given)	-15%	-14	.	-18%	-8%	3%	-14%	?	1%
Cc1c(Cl)cccc1NC(=O)C1CCCN(S(C)(=O)=O)C1 (stereo not given)	-3%	6	i	-19%	4%	-9%	2%	51%[activator]	5%
COc1ccc(Cc2n[nH]c(=S)n(N)c2=O)cc1	-11%	10	2%	-13%	-5%	-23%	-8%	81%[activator]	2%
CCn1c(=O)cc(N2CCN(C(=O)c3ccco3)CC2)[nH]c1=O	-3%	-4	i	-19%	5%	4%	-4%	-12%	19%
CC(C)C(=O)C1=Cc2cc([N+](=O)[O-])ccc2OC1N1CCOCC1 (stereo not given)	-16%	-6	i	-1%	2%	9%	-1%	-11%	25%
Cc1cc(Nc2ccccc2)nn1C(=O)c1ccccc1	?	2	-10%	-3%	?	-8%[60.1 µM]	-12%	14%	1%
Cc1onc(-c2ccccc2)c1C(=O)N/N=C/c1ccco1	-7%	-6	-6%	3%	-6%	-3%	-2%	?	0%
Cc1cccc(Oc2nc3ccccn3c(=O)c2/C=C(\C#N)C(=O)NC2CCS(=O)(=O)C2)c1 (stereo not given)	7%	-8	i	0%	?	-10%	-1%	5%	84%
COC(=O)C1CCN(C(=O)c2ccc(SC)cc2OC)CC1	1%	-4	2%	-2%	0%	-1%	-1%	8%	1%
O=C(COCC(=O)N1CCOCC1)N1CCOCC1	-3%	23	-6%	-11%	-2%	0%	-2%	13%	7%
COc1ccc(C(=O)NN)cc1	-11%	0	-6%	-6%	1%	3%	-5%	41%[activator]	16%
COc1cc(/C=C2/C(=O)CNC2=O)ccc1O	-2%	-11	-3%	7%	6%	3%[60.1 µM]	-5%	?	13%
CCCCOc1ccc(Cc2c(Cl)nc(SC)nc2N2CCOCC2)cc1	0%	-3	-3%	-5%	13%	4%	-1%	25%	13%
O=C1C2CCCN2C(=O)N1CCCN1CCN(c2cccc(Cl)c2)CC1 (stereo not given)	0%	3	1%	-27%	-3%	-14%	2%	17%	39%
C1CCC(CNc2c3c(nc4nnnn24)CCCC3)CC1	-5%	3	i	0%	2%	-2%	-2%	5%	-8%
Cc1ccc(S(=O)(=O)N2CC(=O)NC(=O)C2)cc1	5%	-4	-4%	-17%	-12%[12.4 µM]	-3%	1%	85%[activator]	30%
CN(Cc1ccccc1)C(=O)COC(=O)c1ccc(Cl)c(N)c1	?	1	1%	-8%	9%	-14%	-12%	0%	-1%
Cc1ccc(SCC(c2ccccc2)N2CCN(CCc3ccccc3)CCC2=O)cc1 (stereo not given)	-3%	.	.	.	-8%	1%	-9%	1%	.
CCCCN(C(=O)c1ccc([N+](=O)[O-])s1)c1c(N)n(CCCC)c(=O)[nH]c1=O	.	-2	-1%	-1%	-3%	-11%	.	32%[activator]	.
Cc1c(Cl)cccc1NC(=O)CN1C(=O)COc2ccc(S(=O)(=O)Nc3ccccc3)cc21	-11%	.	i	4%	.	3%	-3%	-18%	0%
COc1ccccc1NC(=O)CN1CCC(n2nnc3cc(F)ccc32)CC1	-15%	-7	1%	-19%	-5%	-1%	-7%	26%	-9%
CC1CCN(S(=O)(=O)c2ccc(NC(=O)CCNC(=O)c3ccc(Cl)cc3)cc2)CC1	.	3	4%	-17%	-3%	-17%	.	38%[activator]	.
Cc1cccc(N2CCN(C(=S)c3ccc(-c4ccccc4[N+](=O)[O-])o3)CC2)c1	?	-3	-2%	-19%	0%	-7%	-24%	104%[activator]	0%
O=C(O)c1ccc(COCC(F)(F)C(F)F)o1	-8%	2	-20%	18µM*	?	-24%	0%	-16%	28µM*
CC12CC(O)C3C(CCC4=CC(=O)CCC43C)C1CCC2=CCO (stereo not given)	.	3	-9%	2%	.	-6%	.	-12%	.
Cc1csc(-c2cnn(-c3ccccc3)c2NC(=O)c2cccc(F)c2)n1	1%	-1	-4%	-1%	4%	-20%	-3%	3%	6%
CCS(=O)(=O)N1Cc2ccccc2CC1C(=O)N(C)CC(=O)Nc1ccc(OC)cc1 (stereo not given)	.	-5	12%	-1%	-18%	-2%	.	24%	.
CC(C)Cn1c(N)c(-c2nc(C(C)C)c(C(=O)c3ccccc3F)s2)c(=O)n(C)c1=O	-5%	.	.	.	19%	.	-6%	.	31%[activator]
S=c1[nH]cc(-c2ccccc2)n1-c1ccccc1	-13%	?	i	0%	9%	-19%	-9%	15%	24%
Cc1ccc(-c2c3c(=O)n(C)c(=O)n(C)c3c3n2-c2ccccc2NC3c2ccc(C)cc2O)cc1 (stereo not given)	54%[activator]	-26	2%	-18%	.	?	3%	?	6%
COc1ccc(C(C(=O)NC2CCCC2)N(C(=O)c2ccoc2C)c2ccc(C)cc2)cc1 (stereo not given)	-1%	1	-5%	-9%	0%	1%	-8%	-17%	0%
Cc1cc2c(cc1S(=O)(=O)N(C)Cc1ccccc1)OCC(=O)N2	-15%	3	i	-13%	37%[activator]	2%	-2%	11%	?
Cn1cnc2c1c(=O)n(Cc1ccc(Cl)cc1Cl)c(=O)n2C	-11%	5	-6%	-18%	6%	-6%	-5%	6%	-16%
CC(C)(C)C(=O)NC1CCN(S(=O)(=O)c2cccc(C(F)(F)F)c2)CC1	-4%	-2	0%	0%	0%	-8%	-8%	-2%	27%
N#Cc1c(/N=C/c2ccccc2)oc(-c2ccccc2)c1-c1ccccc1	-3%	15	.	-6%	-4%	-6%	-1%	8%	2%
COCCNC(=O)CN1C(=O)CSc2cc(S(=O)(=O)N3CCCCCC3)ccc21	.	.	-2%	6%	.	3%	.	?	.
CC(=O)c1cccc(NC(=O)N2C3CCC2CC(NC(=O)Nc2ccccc2)C3)c1 (stereo not given)	-15%	-4	.	-17%	3%	-4%	3%	17%	3%
COc1cc(C(=O)Nc2cccc(-c3nc4cc(C)cc(C)c4o3)c2)cc(OC)c1OC	-8%	7	.	-13%	-1%	-6%	1%	28%	16%
Cc1cc(-n2c(C)cc(C(=O)CCl)c2C)no1	-5%	-8	i	-30%	-3%	-1%	0%	?	-1%
CN(C)[C@@H](CO)c1nnc([C@H](Cc2ccc(O)cc2)NC(=O)C2CCNCC2)o1	-3%	.	1%	-20%	-2%	11%	-2%	7%	1%
CC(C)CN1CCC(C(=O)NCC2CCCO2)CC1 (stereo not given)	4%	-36	-4%	-10%	-6%	4%	3%	0%	0%
N#Cc1c(NC(=O)CCCl)sc2c1CCCCC2	1%	-23	-8%	-14%	-2%	-2%	-1%	43%[activator]	16%
CCOCc1nnc(NC(=O)CSCc2ccccc2)s1	-16%	-6	i	-5%	8%	-15%	-2%	-2%	9%
CC(=O)c1ccc(Nc2nc(=O)c3cccnc3s2)cc1	-14%	18	1%	-4%	2%	-2%	-1%	2%	20%
CC1CCCC(C)N1C(=O)COC(=O)c1ccccc1O (stereo not given)	.	6	4%	-1%	-3%	-15%	.	6%	.
CCc1c(C)sc(NC(=O)c2noc(C)c2[N+](=O)[O-])c1C#N	7%	2	i	-5%	1%	3%	-4%	10%	8%
CC(=O)c1cccc(NC(=O)C(C)OC(=O)C2=NNC(=O)CC2)c1 (stereo not given)	.	-10	-1%	-18%	8%	2%	.	5%	.
COc1ccc(Cc2nnc(N)s2)cc1OC	-7%	-7	-2%	-11%	3%	1%	2%	12%	16%
